ATXN viability – viability counter-screen for ATXN expression inhibitors. 0.49% of 400,000 active. S2 cells (HEK-293 line with an ATXN2-luciferase reporter) viability, CellTiter-Fluor protease fluorescence, 24 h. Potency, µM (doses to about 56.7 µM), actives largely listed as cytotoxic; also: potency is read from the fitted curve at half-maximal effect; nearly all actives have a fitted effect of over 40% in size
Akt phos inh – inhibitors of Akt phosphorylation. Neuro2A IGF-stimulated pAkt S473 HTRF, 20 min; stronger effect = lower value. 0.32% of 360,000 active. activity change, % for hits at 50 µM; in the data active = activity change below about -80%; inconclusive = mostly about -51% to -80%; also: % is scaled to controls: 0 for no effect and ±100 for the full control effect
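Neuro2A cells in DMEM with 0.5% FBS, overnight at 37 deg C, given compound at single 50 µM final, then IGF (6 nM final) for 20 min at 37 deg C. Lysed; phospho-Akt Ser473 by HTRF after 24 h, 665/615 ratio.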
A549 tox – kills or reduces viability of A549 cells in Nrf2 counter-screen. A549 ARE-Fluc cells, CellTiter-Fluor viability, 18-24 h. Potency, µM (top dose mostly 46 µM), inactives show at the top dose activity change, negative = cytotoxicity, hits mostly inhibitors. 0.16% of 390,000 active; also: potency is read from the fitted curve at half-maximal effect; % is scaled to controls: 0 for no effect and ±100 for the full control effect
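Cytotoxicity counterscreen: CellTiter-Fluor fluorescence was measured in A549 ARE_Fluc cells after 18-24 h of compound exposure in a concentration series. The subsequent BugLite luminescent read reports ARE-luciferase activity.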
CCT modulator – cytosolic chaperonin activity modulation; purified chaperonin ATPase assay, HTRF ADP detection, 30 min; activity change, % (test concentration not listed), hits read low; 0.3% of 360,000 active; AID 651819; in the data active = activity change below about -30%; also: % is scaled to controls: 0 for no effect and ±100 for the full control effect
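TRiC at 40 or 20 nM final (batch-dependent) in 30 mM Tris pH 7.4, 100 mM KCl, 5 mM MgCl2, 1 mM DTT, with compound at single 76 uM and 10 uM ATP, 30 min at 37 deg C. ADP detected by HTRF Transcreener, 665/615 ratio.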
Mm-Cpn inhibitor – inhibitors of Methanococcus maripaludis chaperonin (MmCpn); purified Mm-Cpn ATPase, ADP Transcreener TR-FRET; Potency, µM (series often up to 76.9 µM), for inactives: at the top dose activity, negative = inhibition, most hits filed as inhibitors; 0.031% of 330,000 active; also: potency is read from the fitted curve at half-maximal effect; % is scaled to controls: 0 for no effect and ±100 for the full control effect; nearly all actives have a fitted effect of over 80% in size
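Measured: ADP formation by purified Mm-CPN. Conditions: 25 nM protein, 10 uM ATP, Tris pH 7.4 with Mg2+, K+ and DTT, 37°C for 30 min. Detection: Transcreener HTRF after 30 min at room temperature.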
Nrf2 block – inhibitors of Nrf2 signaling. A549 ARE-Fluc reporter, luciferase luminescence, 18-24 h. Potency, µM (highest dose often 46 µM), for inactives: top-dose activity change, negative = inhibition, hits mostly inhibitors. 2.1% of 360,000 active. AID 504444; also: potency is read from the fitted curve at half-maximal effect; % is scaled to controls: 0 for no effect and ±100 for the full control effect; nearly all actives have a fitted effect of over 60% in size
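Quantitative HTS in A549 cells stably bearing an antioxidant response element-firefly luciferase construct. Inhibition of Nrf2-driven transcription was scored by luminescence after 18-24 h of compound exposure at 37 °C.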
HepG2 tox – kills HepG2 cells in TGF-b inhibitor counter-screen; HepG2 CAGA-GFP viability, ATP luminescence, 18 h; Potency, µM (doses to about 46.1 µM), for inactives: at the highest dose activity change, negative = cytotoxicity, hits mostly cytotoxic; 0.76% of 410,000 active; AID 588856; also: potency is read from the fitted curve at half-maximal effect; some results filed as inactive show a strong effect at the top dose
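CellTiter-Glo luminescence gave cytotoxicity after 18 hours at 37 degrees C. The cells were HepG2 CAGA-GFP in 1% FBS DMEM, stimulated with 500 pg/mL TGF-beta after compound addition. %Activity was normalised to no-cell wells (complete cell-killing) and DMSO (no toxicity), and curves were fitted and classified.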
Nrf2 activator – activates Nrf2 signaling | Potency, µM (titrated, usually from 46.1 µM), for the others: at the highest dose activation, hits mostly activators | AID 624171 | AREc32 ARE-luciferase reporter (MCF7-derived line), luminescence, 24 h | 0.31% of 410,000 active; also: potency is read from the fitted curve at half-maximal effect; % of control where 0% means no effect; nearly all actives have a fitted effect of over 65% in size
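Steps: seed AREc32_Fluc cells (1000/well, 5% FBS OPTI-MEM); incubate overnight at 37 deg C; add 23 nL compound; incubate 24 hr; add Steady-Glo; hold 30 min RT; read luminescence.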
TGFb inhibitor – TGF-b pathway inhibition; Potency, µM (highest dose often 46.1 µM), inactives show at the highest dose activity, negative = inhibition, most hits filed as inhibitors; 1.2% of 410,000 active; AID 588855; HepG2 CAGA-GFP TGF-b/SMAD3 reporter, GFP fluorescence, 18 h; TGF-beta stimulated, 500 pg/mL final; also: potency is read from the fitted curve at half-maximal effect; % is scaled to controls: 0 for no effect and ±100 for the full control effect; nearly all actives have a fitted effect of over 65% in size
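Read-out: total well GFP (ex488/em500-530) summed from mean per-cell fluorescence. Cells: HEPG2 CAGA-GFP, 1% FBS DMEM, 18 h at 37 degrees C with 500 pg/mL final TGF-beta. Unstimulated wells served as the full-inhibition control; stimulated DMSO wells = 0%.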
* marks the source's active call; other numbers are inactive results; i = inactive; ? = inconclusive; . = no result given; [ ] = dose if it differs, or a comment. Unless noted, calls follow the shape of the dose curve; as a rule, active = well fitted curve in the direction sought with a large enough effect; inconclusive = small, poorly fitted or top-dose-only effect, or another doubt; inactive = no such curve, though single readings can be large; an effect the other way counts as inactive or inconclusive.

SMILES	ATXN viability	Akt phos inh	A549 tox	CCT modulator	Mm-Cpn inhibitor	Nrf2 block	HepG2 tox	Nrf2 activator	TGFb inhibitor
COc1ccc2nc(NC(=O)c3nc(SCc4ccccc4F)ncc3Cl)sc2c1	i	.	5%	.	.	9%	0%	-0.4%	4%
Cc1c(C)n(Cc2ccccc2)c2ncnc(N)c12	i	i	-24%	0.1	0%	?	-13%	0.6%	-4%
O=C(C1=COCCO1)N1CCN(S(=O)(=O)c2cccc(Cl)c2Cl)CC1	i	i	5%	-2.0	0%	-25%	-13%	0.1%	7%
CCc1nc(-c2ccc(C)nc2OC)no1	i	i	5%	0.7	0%	21%	-13%	0.5%	2%
Cc1ccc(NC(=O)CSc2nnc(-c3cnccn3)n2-c2ccccc2)cc1	i	i	5%	-0.1	?	.	-1%	1.0%	6%
O=C1CC(C(=O)NCc2ccccc2)N=C(N2CCCCC2)N1 (stereo not drawn)	i	i	2%	0.4	1%	13%	-2%	0.4%	-1%
CS(=O)(=O)N1CCN(Cc2ccc(C(F)(F)F)cc2)CC1	i	i	-1%	-1.0	2%	?	1%	-0.5%	-3%
O=C(CCCN1C(=O)/C(=C/c2cccs2)SC1=S)NNC(=O)c1ccncc1	i	i	?	1.0	-6%	?	14%	5.0%	-1%
CCCCn1c(-c2ccco2)n[nH]c1=S	i	i	14%	-0.6	-7%	-5%	-5%	-0.3%	0%
O=C(Cc1cccs1)NCc1ccc(F)cc1	i	i	-8%	1.5	1%	29%	0%	0.5%	-15%
C=CCSc1nc(C)c(CC(=O)OCCCC)c(=O)[nH]1	i	i	1%	1.6	0%	?	1%	0.2%	10%
O=C(Nc1nc2ccc(Cl)cc2s1)C1CC1	i	i	3%	-1.9	.	?	-14%	11%	?
Cc1oc2ccc(O)c(CN3CCOCC3)c2c1C(=O)Nc1ccc(C(C)C)cc1	?	.	-13%	.	.	16%	-26%	14%	?
CCOc1ccc(C(C)=O)cc1CSc1nnc(-c2cccs2)n1CC1CCCO1 (stereo not drawn)	?	i	-10%	1.4	-1%	-14%	-13%	0.4%	33%[activator]
CN(C(=O)COC(=O)CCC1CCCCC1)c1c(N)n(Cc2ccccc2)c(=O)[nH]c1=O	i	i	-6%	0.4	3%	16%	3%	-1.1%	21%
O=[N+]([O-])c1cccc(C=NNC(=S)NC23CC4CC(CC(C4)C2)C3)c1	?	i	0%	1.6	.	8%	4%	6.2%	-17%
CCc1c(OC(C)=O)c2ccccc2n(C)c1=O	i	i	13%	-1.8	-3%	15%	-26%	-0.3%	2%
Cc1c(NC(=O)c2ccc(NS(=O)(=O)c3cccc([N+](=O)[O-])c3)cc2)c(=O)n(-c2ccccc2)n1C	i	i	0%	0.3	.	10%	13%	-0.5%	-4%
COc1ccccc1CNS(=O)(=O)c1ccc2c(c1)NC(=O)C(C)C(=O)N2 (stereo not drawn)	.	.	-6%	.	.	-9%	-8%	-0.3%	?
O=C(COC(=O)c1cncc(Br)c1)NCC1CCCO1 (stereo not drawn)	i	i	10%	0.6	-1%	14%	-5%	0.2%	-3%
Cc1cc(F)ccc1NC(=O)c1cnccn1	i	i	4%	-1.1	2%	5%	6%	0.1%	4%
CC1CCN(CCn2c(=S)[nH]c3cc4c(cc3c2=O)OCO4)CC1	i	i	-3%	-1.3	6%	1%	-3%	-0.3%	-12%
CCOc1ccc(C(=O)Nc2ccccc2N2CCCC2)cc1	i	i	?	0.4	-5%	-27%	-34%	0.7%	1%
O=C(C1=NOC2(C1)C(=O)Nc1ccccc12)N1CCCC1 (stereo not drawn)	i	i	.	0.8	.	.	.	-1.0%	.
COc1ccc(-c2[nH]ncc2CN2CCC(C(=O)N3CCOCC3)CC2)c(F)c1	i	i	7%	-1.1	-4%	7%	0%	-0.8%	-2%
O=S(=O)(c1ccc(N2CCN(c3ccc(F)cc3)CC2)cc1)N1CCCC1	i	i	-2%	-2.1	0%	.	1%	0.2%	0%
COc1cccc(C(=O)NCC2CCN(c3ccc(S(=O)(=O)N4CCOCC4)cc3)CC2)c1	i	i	10%	2.4	-1%	-17%	-19%	2.5%	-8%
COc1ccc(CN2C(=O)c3ccccc3C2=O)cc1	i	i	17%	0.3	0%	8%	-6%	-0.6%	4%
O=C(Nc1ccccc1Cl)Nc1ccnn1C1CCN(C(=O)C2CCOC2)CC1 (stereo not drawn)	i	i	.	-11	.	.	18%	-0.5%	-2%
CCc1nccn1CCC(=O)N1CCCC(N2CCN(c3cccc(Cl)c3)CC2)C1 (stereo not drawn)	i	i	-7%	1.4	2%	?	-28%	-0.2%	-9%
CCOC(=O)N1CCN(S(=O)(=O)c2ccc(C(=O)N(CCN(CC)CC)c3nc4ccc(C)cc4s3)cc2)CC1	i	i	8%	0.3	-1%	?	-7%	2.9%	14%
Cc1cc(C(=O)OCCN2C(=O)c3ccccc3C2=O)c2ccccc2n1	i	.	?	0.4	-13%	?	-5%	2.1%	4%
O=C(NCCc1c[nH]c2ccccc12)c1cnc2n(c1=O)CCS2	i	i	-4%	-0.3	3%	20%	-12%	0.4%	16%
O=c1[nH]c(CN2CCN(S(=O)(=O)c3ccc4c(c3)OCCO4)CC2)nc2sc3c(c12)CCCC3	i	i	9%	-2.6	0%	-8%	8%	0.4%	14%
Cc1nnc(N2C(=O)c3oc4ccccc4c(=O)c3C2c2ccc(Cl)cc2)s1 (stereo not drawn)	i	.	4%	.	.	.	0%	0.4%	-3%
CCc1ccc(OCC(=O)Nc2cccc3c2CCCC3)cc1	i	i	?	0.4	0%	-25%	6%	-0.2%	8%
CCn1c(SCC(=O)Nc2ccccc2)nnc1-c1ccc(S(=O)(=O)N2CCOCC2)cc1	i	i	-1%	-0.9	0%	10%	1%	0.2%	-10%
CCOc1ccc(-c2nnc(SCC(=O)Nc3ccccc3C(F)(F)F)o2)cc1	i	.	2%	.	.	-1%	-33%	3.2%	-35%
Cn1nc(-c2ccccc2)cc1NC(=O)CCCC(=O)O	?	i	4%	1.3	2%	26%	6%	-0.7%	24%
Cc1ccc(-n2nnc(-c3nsc(NC(=O)c4ccccc4C)n3)c2C)cc1Cl	?	.	10%	.	.	?	2%	3.3%	?
Cc1cc(C(=O)N2CCN(c3ccccn3)CC2)no1	i	i	-1%	-3.0	2%	.	-17%	-0.3%	2%
Cc1cccc(N(CC(=O)NC2CCCCC2)C(=O)c2csnn2)c1	i	i	-1%	1.5	-1%	?	1%	-0.3%	0%
O=C(O)c1ccc2c(=O)n3c(nc2c1)/C(=C/c1ccc(Cl)c([N+](=O)[O-])c1)CC3	i	i	0%	1.0	-4%	3%	-26%	-0.6%	-15%
CCOC(=O)c1ccc(NC(=O)Nc2nc3ccccc3s2)cc1	i	i	.	0.9	.	.	2%	0.0%	3%
Cc1ccc(OCCn2c(-c3ccc(Br)cc3)nc3ccccc3c2=O)cc1C	i	.	-2%	.	.	-5%	-4%	7.4%	-5%
CC1(C)CC(=O)C(C=NCCN2CCN(C(=O)c3ccccc3)CC2)=C(O)C1	i	i	-2%	-12	1%	13%	-40%	0.2%	16%
Cc1cccc(NS(=O)(=O)c2ccc3c(c2)CCCN3C(=O)C2CCC2)c1C	?	.	-5%	.	.	.	-6%	0.9%	?
O=C(O)c1ccc(N/N=C/c2ccc(-c3cc(Cl)ccc3Cl)o2)cc1	.	i	7%	-1.1	-1%	?	18%	-0.1%	-6%
COc1cccc(/C=C/C(=O)OCC(=O)c2c[nH]c3ccccc23)c1	i	i	3%	1.4	-16%	-3%	-3%	9.1%	9%
COc1ccc(C(=O)Nc2cccc(C(=O)Nc3cc(C)ccn3)c2)cc1	i	i	-12%	-3.1	.	21%	-4%	3.1%	-1%
O=C(O)Cn1c(SCCOc2ccccc2F)nc2ccccc21	?	i	-4%	-0.8	0%	-15%	7%	-0.5%	11%
COc1ccccc1Nc1nc2ccc(C)cc2n2cnnc12	i	i	-6%	0.9	2%	?	-4%	6.1%	6%

One compound at a time (already shown):
Cc1ccc(OCCn2c(-c3ccc(Br)cc3)nc3ccccc3c2=O)cc1C is listed as ATXN viability = i; Akt phos inh = .; A549 tox = -2%; CCT modulator = .; Mm-Cpn inhibitor = .; Nrf2 block = -5%; HepG2 tox = -4%; Nrf2 activator = 7.4%; TGFb inhibitor = -5%
CS(=O)(=O)N1CCN(Cc2ccc(C(F)(F)F)cc2)CC1 is listed as ATXN viability = i; Akt phos inh = i; A549 tox = -1%; CCT modulator = -1.0; Mm-Cpn inhibitor = 2%; Nrf2 block = ?; HepG2 tox = 1%; Nrf2 activator = -0.5%; TGFb inhibitor = -3%

5 entries from above in a different format.
structure | ATXN viability | Akt phos inh | A549 tox | CCT modulator | Mm-Cpn inhibitor | Nrf2 block | HepG2 tox | Nrf2 activator | TGFb inhibitor
CC1(C)CC(=O)C(C=NCCN2CCN(C(=O)c3ccccc3)CC2)=C(O)C1 | i | i | -2% | -12 | 1% | 13% | -40% | 0.2% | 16%
Cc1cccc(NS(=O)(=O)c2ccc3c(c2)CCCN3C(=O)C2CCC2)c1C | ? | . | -5% | . | . | . | -6% | 0.9% | ?
O=C(O)c1ccc(N/N=C/c2ccc(-c3cc(Cl)ccc3Cl)o2)cc1 | . | i | 7% | -1.1 | -1% | ? | 18% | -0.1% | -6%
COc1cccc(/C=C/C(=O)OCC(=O)c2c[nH]c3ccccc23)c1 | i | i | 3% | 1.4 | -16% | -3% | -3% | 9.1% | 9%
COc1ccc(C(=O)Nc2cccc(C(=O)Nc3cc(C)ccn3)c2)cc1 | i | i | -12% | -3.1 | . | 21% | -4% | 3.1% | -1%

Assay outcomes deposited in PubChem by National Center for Advancing Translational Sciences (NCATS).
